# High-throughput results from PubChem BioAssay.
# CCT modulator: High-Throughput Screening for Modulators of Cytosolic Chaperonin Activity; purified chaperonin ATPase assay, HTRF ADP detection, 30 min; activity change, % (test concentration not listed), hits read low; 0.3% of 360,000 active; AID 651819, 2012; in the data active = activity change below about -30%; also: % is scaled to controls: 0 for no effect and ±100 for the full control effect
#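 First, chaperonin was dispensed at 40 nM or 20 nM final depending on batch activity. Next, compounds were pinned at 76 uM and ATP added at 10 uM. After 30 min at 37 °C, ADP detection reagents ran 30 min at ambient temperature.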
# A549 viability: Nrf2 qHTS screen for inhibitors: counterscreen for cytotoxicity; A549 ARE-Fluc cells, CellTiter-Fluor viability, 18-24 h; Potency, µM (highest dose often 46 µM), without a hit: at the highest dose activity change, negative = cytotoxicity, hits mostly inhibitors; 0.16% of 390,000 active; AID 504648, 2011; also: potency is read from the fitted curve at half-maximal effect; % is scaled to controls: 0 for no effect and ±100 for the full control effect
#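 Cytotoxicity counterscreen: CellTiter-Fluor fluorescence was measured in A549 ARE_Fluc cells after 18-24 h of compound exposure in a concentration series. The subsequent BugLite luminescent read reports ARE-luciferase activity.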
# Nrf2 block: Nrf2 qHTS screen for inhibitors. A549 ARE-Fluc reporter, luciferase luminescence, 18-24 h. Potency, µM (doses to about 46 µM), without a hit: at the highest dose activity change, negative = inhibition, actives largely listed as inhibitors. 2.1% of 360,000 active; also: potency is read from the fitted curve at half-maximal effect; % is scaled to controls: 0 for no effect and ±100 for the full control effect; nearly all actives have a fitted effect of over 60% in size
#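 Nrf2 function is reported as luminescence of an ARE-controlled luciferase in A549 cells. Compounds were tested at several concentrations, and a CellTiter-Fluor read on the same wells flagged cytotoxicity.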
# Nrf2 ARE act: qHTS of Nrf2 Activators | 0.31% of 410,000 active | AREc32 ARE-luciferase reporter (MCF7-derived line), luminescence, 24 h | Potency, µM (highest dose often 46.1 µM), inactives show top-dose activation, usual class: activators; also: potency is read from the fitted curve at half-maximal effect; % of control where 0% means no effect; nearly all actives have a fitted effect of over 65% in size
#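 Nrf2 activation is followed as ARE-luciferase induction in the AREc32 line after one day of compound treatment; luminescence is read with Steady-Glo.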
# pAkt inh: HTS Assay for Inhibitors of Akt Phophorylation: Primary Screen | Neuro2A IGF-stimulated pAkt S473 HTRF, 20 min; stronger effect = lower value | activity change, % for hits at 50 µM | 0.32% of 360,000 active; in the data active = activity change below about -80%; inconclusive = mostly about -51% to -80%; also: % is scaled to controls: 0 for no effect and ±100 for the full control effect
#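 Neuro2A cells (4,500/well, DMEM with 0.5% FBS) were treated with compound at a single 50 µM final concentration, stimulated with 6 nM IGF for 20 min at 37 °C, and lysed. Phospho-Akt Ser473 was read by HTRF as 665/615 ratio ×10^4.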
# Abeta rescue: qHTS for compounds that reverse cellular toxicity of Amyloid beta (A-beta) peptide in yeast: Primary Screen; 0.063% of 410,000 active; Potency, µM (highest dose often 46.1 µM), for inactives: top-dose growth rescue, hits mostly activators; yeast expressing A-beta42, growth rescue, OD600, 48 h; response scale: 0% DMSO, 100% iron-clioquinol control; also: potency is read from the fitted curve at half-maximal effect; nearly all actives have a fitted effect of over 55% in size
#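 Yeast growth medium received pinned compounds, then yeast cells expressing toxic A-beta were added; plates incubated at 30 C for 48 hr. Growth read as absorbance at 600 nm, normalized to DMSO and equimolar FeCl3 plus clioquinol controls.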
# TGFb inhibitor: qHTS for Inhibitors of TGF-b; Potency, µM (series often up to 46.1 µM), inactives show top-dose activity, negative = inhibition, hits mostly inhibitors; AID 588855, 2011; 1.2% of 410,000 active; HepG2 CAGA-GFP TGF-b/SMAD3 reporter, GFP fluorescence, 18 h; TGF-beta stimulated, 500 pg/mL final; also: potency is read from the fitted curve at half-maximal effect; % is scaled to controls: 0 for no effect and ±100 for the full control effect; nearly all actives have a fitted effect of over 65% in size
#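 HEPG2 CAGA-GFP cells (1000/well, DMEM with 1% FBS) were pre-incubated 2 h at 37 degrees C, given compound by pin tool, then stimulated with TGF-beta at 500 pg/mL final for 18 h before per-cell GFP fluorescence imaging.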
# MmCpn inh: Inhibitors of TCP-1 ring complex (TRiC) of Methanococcus maripaludis (MmCpn): qHTS. Chaperonin Mm-Cpn (Methanococcus maripaludis). 0.031% of 330,000 active. Potency, µM (doses to about 76.9 µM), without a hit: at the highest dose activity, negative = inhibition, hits mostly inhibitors. purified Mm-Cpn ATPase, ADP Transcreener TR-FRET. AID 504842, 2011; also: potency is read from the fitted curve at half-maximal effect; % is scaled to controls: 0 for no effect and ±100 for the full control effect; nearly all actives have a fitted effect of over 80% in size
#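 ATPase turnover read by TR-FRET ADP competition (Eu cryptate antibody/ADP-d2, 665/590 nm): 10uM ATP final, 25nM Mm-CPN final, 30 min 37degC after 10-min compound preincubation, pH 7.4 Tris/KCl/MgCl2/DTT buffer.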
# HepG2 tox: qHTS for Inhibitors of TGF-b: Cytotox Counterscreen | HepG2 CAGA-GFP viability, ATP luminescence, 18 h | Potency, µM (series often up to 46.1 µM), without a hit: at the highest dose activity change, negative = cytotoxicity, actives largely listed as cytotoxic | 0.76% of 410,000 active | AID 588856, 2011; also: potency is read from the fitted curve at half-maximal effect; some results filed as inactive show a strong effect at the top dose
#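 HepG2 CAGA-GFP cells (1000/well, DMEM with 1% FBS) received compound, then TGF-beta at 500 pg/mL final, and were incubated 18 hours at 37 degrees C. Viability was read by CellTiter-Glo luminescence. Media-only wells were set as complete cell-killing and DMSO as no toxicity.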
# Active calls of the source: *; i = inactive; ? = inconclusive; . = not tested or not shown; [ ] = another dose, or the depositor's remark. Unless noted, calls follow the shape of the dose curve; as a rule, active = well fitted curve in the direction sought with a large enough effect; inconclusive = small, poorly fitted or top-dose-only effect, or another doubt; inactive = no such curve, though single readings can be large; an effect the other way counts as inactive or inconclusive.
SMILES,CCT modulator,A549 viability,Nrf2 block,Nrf2 ARE act,pAkt inh,Abeta rescue,TGFb inhibitor,MmCpn inh,HepG2 tox
CC(=O)c1ccc(NC(=O)c2sc3nc(N4CCOCC4)c4c(c3c2N)CCCC4)cc1,0.3,5.9%,-16.4%,2.0%,.,3.5%,-6.7%,-3.9%,4.6%
COc1cccc(-n2cnc3scc(-c4cccs4)c3c2=O)c1,-7.6,1.9%,.,-0.2%,i,0.6%,5.7%,-2.8%,-8.5%
O=C(CSc1nnc(-c2ccco2)n1Cc1ccco1)N1CCOCC1,-4.2,4.9%,.,0.0%,.,-3.7%,-7.9%,-0.7%,-4.4%
COc1cccc(CNC(=O)c2cccnc2Sc2ccc(C)cc2C)c1,0.4,-1.7%,-1.8%,-0.1%,i,8.4%,0.0%,-2.2%,9.9%
CCCS(=O)(=O)N1CCC(C(=O)NC2CCCCC2C)CC1 (centres undefined),-3.9,-12.5%,-1.7%,0.0%,i,-7.8%,-30.3%,-1.8%,6.5%
COc1ccc(-c2cc(=O)oc3c4c(ccc23)OCN(Cc2ccccc2)C4)cc1,.,3.4%,16.7%,6.0%,.,-5.5%,33.2%,.,-10.7%
CCOC(=O)c1cccc(NS(=O)(=O)c2ccc3[nH]c4c(c3c2)CCCC4)c1,.,-23.6%,-15.0%,-0.1%,.,-6.0%,14.1µM*,.,-53.5%
COc1cc(C(=O)CCN2CCC(c3ccccc3)C2)cc(OC)c1OC (centres undefined),-2.3,-0.8%,5.9%,?,i,2.8%,?,1.6%,-33.2%
COCCNC(=O)CCCn1c(SCC(=O)Nc2cccc(C)c2)nc2c(sc3ccccc32)c1=O,.,-5.0%,-16.8%,0.6%,.,-24.9%,-27.3%,.,-6.7%
CNS(=O)(=O)c1ccc2nc(NC(=O)/C=C/c3ccco3)sc2c1,-0.6,-8.3%,3.8%,?,i,-7.2%,-18.1%,-0.2%,-14.5%
COc1ccc(NC(=O)CCCn2c(=O)c3sccc3n(Cc3ccc(C)cc3)c2=O)cc1,1.7,-16.7%,-14.9%,-0.7%,i,4.2%,4.3%,0.6%,-32.6%
CCc1ccnc(NS(=O)(=O)c2ccc3c(c2)OCCO3)c1,-0.3,1.4%,-16.5%,-1.0%,i,-1.3%,15.3%,-6.2%,3.9%
CCc1noc(C)c1C(=O)N1CCC(CCC(=O)Nc2cccc(C)c2)CC1,-0.6,-14.5%,?,0.3%,i,9.0%,0.0%,-3.0%,-49.5%
O=C(Nc1ccc2[nH]c(=S)sc2c1)Nc1ccccc1F,1.2,-0.9%,?,10.1%,i,-13.4%,-10.5%,-5.7%,-22.0%
CN(C)S(=O)(=O)c1cc(NC(=O)CSc2cccc[n+]2[O-])ccc1Cl,-1.7,0.3%,1.4%,0.4%,i,2.1%,10.1%,0.7%,-0.7%
O=Cc1ccc(N2CCN(S(=O)(=O)c3ccc4c(c3)CC(=O)N4)CC2)cc1,.,.,.,-1.5%,.,-7.4%,-11.7%,.,-4.2%
CCCCCC(=O)NC(=S)NNC(=O)c1ccc([N+](=O)[O-])cc1,0.4,-10.4%,?,0.2%[9.22 µM],i,?,-3.9%,0.8%,1.1%
CCCCC(=O)NC(c1ccc(OC)c(OC)c1)c1ccc2cccnc2c1O (centres undefined),2.1,-12.8%,?,0.4%,i,-13.3%,?,.,1.6%
CCC(CC)C(=O)Nc1ccc2nc(SCC(=O)N3CCc4ccccc43)sc2c1,.,-1.4%,-2.4%,0.4%,.,-12.2%,5.0%,.,-8.8%
COc1cccc(C(=O)NNC(=O)CCN2CCN(c3ccccc3)CC2)c1,-1.2,-8.0%,-0.8%,0.3%,i,-2.3%,14.0%,0.8%,0.0%
CCNc1nc(Oc2c(Cl)cccc2Cl)cc(C(F)(F)F)n1,1.2,-4.7%,?,0.6%,i,-25.4%,?,0.0%,-83.9%
O=C(C(Cl)Cl)N1CCN(Cc2ccccc2)CC1,-0.4,1.0%,21.4%,-0.1%,i,21.8%,-2.9%,1.7%,2.5%
CN1CCN(CCC(=O)Nc2cccc(F)c2)CC1,2.3,0.1%,?,-0.1%,.,-16.7%,17.0%,0.2%,-1.0%
CCCC(C)C(=O)Nc1ccc(F)c(Cl)c1 (centres undefined),-2.1,5.0%,8.8%,0.0%,i,-2.3%,-3.5%,-1.0%,1.5%
CSc1ccc(C2c3c(oc4ccccc4c3=O)C(=O)N2CCCN2CCOCC2)cc1 (centres undefined),.,-12.6%,1.7%,9.9%,.,-9.1%,16.9%,.,3.3%

# (list continues)
SMILES,CCT modulator,A549 viability,Nrf2 block,Nrf2 ARE act,pAkt inh,Abeta rescue,TGFb inhibitor,MmCpn inh,HepG2 tox
CCOC(=O)C1=C(C)NC(=O)NC1c1ccsc1 (centres undefined),-3.6,-7.0%,0.7%,0.0%,i,6.1%,?,-1.7%,3.2%
COc1cccc(NS(=O)(=O)c2ccc3[nH]cc(C(=O)N4CCCC4)c(=O)c3c2)c1,.,-8.6%,?,-0.6%,.,-11.5%,7.2%,.,19.1%
NC(=O)c1nsc(C(=O)N(Cc2ccco2)C(C(=O)NCc2ccc(F)cc2)c2ccc(O)cc2)c1N (centres undefined),-3.8,2.6%,24.8%,-0.5%,i,-10.5%,12.7%,-2.6%,-4.8%
CC1=C(C(=O)Nc2ccccn2)C(c2ccc(F)cc2)n2ncnc2N1 (centres undefined),-1.1,-0.6%,0.3%,1.9%,i,-11.3%,-2.9%,-2.1%,-1.9%
CC(C)(C)C(=O)C1=C(O)C(=O)N(Cc2ccccc2)C1c1ccccc1F (centres undefined),0.9,-13.5%,-1.9%,0.3%,i,-19.1%,-0.5%,-4.2%,-4.2%
O=C1NC(Cc2ccccc2)c2nc3cc(F)ccc3c(=O)n2-c2cc3ccccc3cc21 (centres undefined),-2.3,.,.,-1.5%,i,-0.4%,9.4%,.,-18.2%
CN(CC(=O)Nc1ccc(Cl)c(Cl)c1)C(=O)C12CC3CC(CC(C3)C1)C2,-3.2,?,?,-0.3%,i,?,16.6%,?,3.2%
CC1(C)C(C(=O)OCC(Cl)(Cl)Cl)N2C(=O)C(NC(=O)Cc3ccccc3)C2S1=O (centres undefined),-0.6,0.6%,16.9%,-0.2%,i,16.5%,-28.8%,0.6%,-0.2%
COCCCNC(=O)C1=CCN(S(=O)(=O)c2ccc(C)cc2)CC1,-2.3,2.4%,-0.7%,-0.7%,i,15.2%,-10.8%,2.2%,14.1%
O=C(CSc1nnc(-c2ccccn2)n1Cc1ccccc1)N1CCCC1,-0.6,-2.9%,2.0%,-1.2%,i,2.2%,4.8%,-0.4%,-0.3%
COC(C(=O)Nc1ccc(S(=O)(=O)N2CCCCC2)cc1)c1ccccc1 (centres undefined),0.7,3.6%[1.84 µM],-8.8%,-0.6%,i,-7.3%,-10.1%,0.9%,-18.1%
CCc1cccc(NC(=O)CS(=O)Cc2nc(-c3ccc(C)cc3)oc2C)c1 (centres undefined),-0.1,-7.4%,?,6.3%,i,14.4%,-33.8%,1.9%,-30.3%
Cn1c(=O)n(C)c2cc([N+](=O)[O-])c(N3CCN(C(=O)c4ccccc4Br)CC3)cc21,-0.1,?,18.4µM*,3.5%,i,9.3%,-0.8%,-0.7%,-10.0%
CC(C)OC(=O)c1cccc(C(=O)Nc2cccc(NC(=O)c3cccc(C(=O)OC(C)C)n3)n2)n1,-0.1,-2.8%,?,0.0%,i,-4.4%,-1.5%,0.0%,-2.5%
CSc1nc2ccccc2nc1N(C)S(=O)(=O)c1ccc(C)cc1,1.5,1.7%,-1.2%,0.4%,i,-21.1%,0.0%,-10.6%,-16.5%

# An excerpt of these results, tab-delimited.
SMILES	CCT modulator	A549 viability	Nrf2 block	Nrf2 ARE act	pAkt inh	Abeta rescue	TGFb inhibitor	MmCpn inh	HepG2 tox
O=C1NC(Cc2ccccc2)c2nc3cc(F)ccc3c(=O)n2-c2cc3ccccc3cc21 (centres undefined)	-2.3	.	.	-1.5%	i	-0.4%	9.4%	.	-18.2%
CN(CC(=O)Nc1ccc(Cl)c(Cl)c1)C(=O)C12CC3CC(CC(C3)C1)C2	-3.2	?	?	-0.3%	i	?	16.6%	?	3.2%
CC1(C)C(C(=O)OCC(Cl)(Cl)Cl)N2C(=O)C(NC(=O)Cc3ccccc3)C2S1=O (centres undefined)	-0.6	0.6%	16.9%	-0.2%	i	16.5%	-28.8%	0.6%	-0.2%
COCCCNC(=O)C1=CCN(S(=O)(=O)c2ccc(C)cc2)CC1	-2.3	2.4%	-0.7%	-0.7%	i	15.2%	-10.8%	2.2%	14.1%
O=C(CSc1nnc(-c2ccccn2)n1Cc1ccccc1)N1CCCC1	-0.6	-2.9%	2.0%	-1.2%	i	2.2%	4.8%	-0.4%	-0.3%
COC(C(=O)Nc1ccc(S(=O)(=O)N2CCCCC2)cc1)c1ccccc1 (centres undefined)	0.7	3.6%[1.84 µM]	-8.8%	-0.6%	i	-7.3%	-10.1%	0.9%	-18.1%
